Screening data as filed in PubChem BioAssay.
SENP8 block-1 – SENP8 protease inhibition; purified SENP8, Z-RLRGG-aminoluciferin cleavage, luminescence; inhibition, % at 10 µM; 330,000 compounds, 1.2% hits; AID 2540; in the data active = inhibition above about 50%
Target sequence (Q96LD8 whole entry, looked up): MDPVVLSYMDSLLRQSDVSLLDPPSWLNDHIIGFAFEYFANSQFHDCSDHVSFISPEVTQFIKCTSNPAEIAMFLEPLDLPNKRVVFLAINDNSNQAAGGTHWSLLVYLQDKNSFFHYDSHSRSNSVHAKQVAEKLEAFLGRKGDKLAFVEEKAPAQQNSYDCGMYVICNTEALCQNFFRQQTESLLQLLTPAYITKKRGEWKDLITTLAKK
UBC13 polyUb – human UBC13 polyubiquitination inhibition | inhibition, % at 20 µM | P61088 | 330,000 compounds, 0.47% hits | UBC13 polyubiquitin chain formation, TR-FRET; in the data active = inhibition above about 45%, passing the limit was not always enough; inconclusive = no clear call, values can overlap the other calls
Target sequence (P61088 whole entry, looked up): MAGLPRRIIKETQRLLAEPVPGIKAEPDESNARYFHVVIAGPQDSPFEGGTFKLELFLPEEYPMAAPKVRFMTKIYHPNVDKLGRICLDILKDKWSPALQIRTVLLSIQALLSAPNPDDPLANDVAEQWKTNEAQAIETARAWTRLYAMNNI
SENP7 block – SENP7 protease inhibition; 330,000 compounds, 1.5% hits; inhibition, % at 5 µM; Q9BQF6; recombinant SENP7, Z-RLRGG-aminoluciferin luminescence, 40 min;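 active = inhibition above about 50% at the single test dose, limit read from the data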;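 note: plate controls were DMSO with enzyme for no effect and no enzyme buffer wells for full effect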
Target sequence (Q9BQF6 706-1050 limits assumed): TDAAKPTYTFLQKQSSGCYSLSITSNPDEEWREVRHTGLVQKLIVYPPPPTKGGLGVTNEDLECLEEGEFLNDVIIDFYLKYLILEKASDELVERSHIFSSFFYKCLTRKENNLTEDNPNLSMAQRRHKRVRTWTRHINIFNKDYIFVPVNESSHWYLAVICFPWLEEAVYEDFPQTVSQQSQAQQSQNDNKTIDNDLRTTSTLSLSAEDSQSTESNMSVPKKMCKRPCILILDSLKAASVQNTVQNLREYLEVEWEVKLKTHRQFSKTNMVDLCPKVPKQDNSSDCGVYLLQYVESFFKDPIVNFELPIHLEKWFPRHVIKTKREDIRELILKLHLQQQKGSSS
HKDC1 inhibitor – HKDC1 (human) hexokinase inhibition; recombinant HKDC1, G6PDH/diaphorase resazurin coupled fluorescence; inhibition, % at 20 µM; 340,000 compounds, 0.16% hits; AID 493160;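 active = inhibition above about 35% when tested at 20 µM, limit read from the data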;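 note: plate controls were DMSO wells with enzyme for no effect and DMSO wells lacking enzyme for full effect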
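Test system: HK5 enzyme. Quantity: 5 µg/mL HK5 final. Reagent: glucose and ATP substrates. Schedule: 90 min reaction incubation at room temperature, dark. Technique: resazurin-to-resorufin fluorescence via G6PDH and diaphorase coupling, 525/613 nm. Control set: DMSO wells with and without enzyme mix.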
SENP6 block – inhibitors of human SENP6 protease. Q9GZR1. Recombinant SENP6 catalytic domain, aminoluciferin luminescence. inhibition, % at 10 µM. 330,000 compounds, 1.8% hits. AID 2599;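 active = inhibition above about 50% at the single tested dose, limit read from the data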;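 note: plate controls were DMSO wells with enzyme for no effect and DMSO wells lacking enzyme for full effect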
MIN6 prolif – MIN6 beta-cell proliferation induction; MIN6 cells proliferation, ATPlite luminescence, 48 h; cells starved in 0.2% serum; 100% = growth in 10% serum; proliferation, % at 10 µM; 330,000 compounds, 0.29% hits; AID 2380;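 active = compounds whose signal lies at least 3.5 SD above the mean of all wells on their plate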;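 note: 0% = DMSO-treated cells in low-serum medium and 100% = 10% serum control; some compounds called inactive have numbers as strong as hits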
SENP8 block-2 – blocks human SENP8 cleavage of Nedd8 substrate; recombinant SENP8, Nedd8 substrate fluorescence; inhibition, % at 20 µM; AID 602440; 360,000 compounds, 0.64% hits; Q96LD8; in the data active = inhibition mostly above about 40%, no sharp cut-off; inactive = mostly below about 27%
PfGluPho inh – PfG6PD (Plasmodium falciparum) enzyme inhibition; PfGluPho enzyme, NADPH resazurin-diaphorase fluorescence; inhibition, % at 20 µM; 350,000 compounds, 0.78% hits; AID 504690;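 active = inhibition reaching at least a set limit at 20 µM in the primary screen, cut at about 59% in these data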;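 note: 0% = DMSO wells with substrate and 100% = DMSO wells lacking glucose-6-phosphate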
SENP1 FRET inh – SENP1 (human) catalytic domain inhibition. inhibition, % at 10 µM. recombinant SENP1 catalytic domain, CyPet-SUMO1-YPet FRET cleavage. Q9P0U3. 360,000 compounds, 0.21% hits;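 active = inhibition at least 30% at 10 µM, raw YFP signal under a set limit, fluorescence ratio 0.5 to 1.5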;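 note: 0% = enzyme with DMSO and 100% = no enzyme wells; some results filed as inactive read as strong as hits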
Target sequence (Q9P0U3 419-644 limits assumed): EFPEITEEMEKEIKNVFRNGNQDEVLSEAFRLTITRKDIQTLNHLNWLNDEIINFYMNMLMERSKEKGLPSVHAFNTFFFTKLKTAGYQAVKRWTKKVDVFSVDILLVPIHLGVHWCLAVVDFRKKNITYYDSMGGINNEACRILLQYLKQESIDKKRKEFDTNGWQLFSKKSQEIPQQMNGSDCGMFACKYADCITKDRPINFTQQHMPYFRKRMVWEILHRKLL
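system = hSENP1 catalytic domain, recombinant | reagent = SFCypet-SUMO1-SFYpet substrate at 25 nM | doses = one dose per compound, 10 µM, 0.5% DMSO | incubation = enzyme reaction for 50 min at room temperature, dark | measured by = FRET, CFP and YFP emission | controls = no-enzyme low, enzyme-DMSO high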
Active calls of the source: *; i = inactive; ? = inconclusive. An unsorted share of the library, and some 4% of all compounds hit somewhere here.

structure,SENP8 block-1,UBC13 polyUb,SENP7 block,HKDC1 inhibitor,SENP6 block,MIN6 prolif,SENP8 block-2,PfGluPho inh,SENP1 FRET inh
Cc1ccc(S(=O)(=O)N(C)C)cc1NC(=O)CN1c2cccc3cccc(c23)S1(=O)=O,-13,-22,-6,16,-3,2,i,15,-2
Cc1c(C(=O)O)sc(=S)n1-c1ccc(Cl)cc1,7,-1,1,-10,4,2,18,-25,1
OCCNc1nc2ccccc2n1-c1ccccc1,-5,15,-4,-11,2,-1,14,2,0
CC(c1ccon1)N(C)C(=O)CCc1nnc(Cc2ccc(-c3ccccc3)cc2)o1 (stereo not drawn),1,-2,11,-6,-14,-2,25,5,-1
CCN(CC)c1ccc(CNCc2cccs2)cc1,-3,-1,4,6,-3,-3,7,-4,-1
Cc1cc(NC2CCCCC2)nc(-c2ccccc2O)n1,-5,20,-5,-3,9,-2,-485,9,-13
COc1ccc(CCN(C)C(=O)C(CCSC)NC(=O)c2ccco2)cc1OC (stereo not drawn),-8,-13,2,0,-25,-3,7,-12,2
CC(C(=O)Nc1ccc2c(c1)OCCO2)N(C)CC(=O)Nc1ccccc1Br (stereo not drawn),-1,8,-10,7,-17,2,11,6,1
CC(C(=O)NCC1CCCO1)N(C(=O)c1snc(C(N)=O)c1N)c1ccccc1 (stereo not drawn),-5,3,-3,-10,1,-2,-288,-4,-6
CSC1=NCCN1C(=O)Cc1ccc(-c2ccccc2)cc1,8,14,7,1,-8,-2,8,-10,3
CCN(CC)C(=O)Cn1cc(C(=O)C(=O)N2CCN(c3ccccc3)CC2)c2ccccc21,-11,-4,-16,-6,-12,-1,9,-1,-3
Cc1onc(-c2ccccc2)c1C(=O)N1CCN(c2ccccc2)CC1,1,6,-3,-12,-8,1,8,-14,2
O=C(NC1CCCN(Cc2ccc(Cl)cc2)C1)c1cccc(N2CCCC2=O)c1 (stereo not drawn),-2,-9,-1,-5,17,3,-6,1,-3
CCOC(=O)CC1C(=O)NCCN1C(=O)c1ccc(Cl)cc1 (stereo not drawn),2,6,-7,-5,-18,-2,28,-4,-1
Cc1ccc(C(=O)CC2(O)C(=O)N(C)c3ccccc32)s1 (stereo not drawn),-5,0,9,1,-3,-2,10,0,1
CCNc1nc(Oc2ccc(C(=O)OC)cc2)nc(N(C)C)n1,2,-1,-4,-5,17,-2,25,-3,1
O=C(Nc1ccc2nccnc2c1)c1ccco1,-6,0,7,3,-10,-3,-417,-9,-1
Cc1ccc(N2C(=O)c3cccc4c(N)ccc(c34)C2=O)c2cccnc12,0,-159,7,7,1,-4,-15,10,-37
O=c1c2c(O)cc(O)cc2oc2ccc(O)c(O[C@@H]3O[C@H](CO)[C@@H](O)[C@H](O)[C@H]3O[C@H]3O[C@H](CO)[C@@H](O)[C@H](O)[C@H]3O)c12,-5,-16,10,-5,-2,-2,26,19,1
COc1ccc(N(CC(=O)NCCSCc2cccc(Cl)c2)S(C)(=O)=O)cc1,5,-4,-4,-2,7,-3,17,-1,1
CN(CCC1CCCCO1)C(=O)CCc1nnc(CCCCc2ccccc2)o1 (stereo not drawn),-2,-6,-4,11,-6,-4,13,6,-1
COc1ccccc1-c1sc2cc3c(cc2c1C#Cc1ccccn1)OCO3,6,22,4,6,12,-7,i,24,-29
CC(C)C(=O)Nc1cccc(C(=O)NCc2ccc3c(c2)OCO3)c1,11,2,5,-8,1,-2,4,-2,3
CCn1c(O)c(/C=C2\C=Nc3ccccc32)sc1=Nc1ccc(C)cc1,2,-13,0,-4,-2,-3,8,-6,-22
CCOc1ccc2nc(NC(=O)CN3CCC(n4nnc5cc(F)ccc54)CC3)sc2c1,2,-13,-13,6,16,-5,-21,-4,-11
COc1ccc(S(=O)(=O)NCCc2cn3nc(C)c(C)nc3n2)cc1F,-12,9,-30,0,-13,5,-415,0,-68
O=C(CCn1cnc2ccccc2c1=O)Nc1ccc(S(=O)(=O)N2CCCC2)cc1,6,5,-2,-7,-18,-2,15,-22,-1
CCc1cccc(C)c1NC(=O)COC(=O)c1cc([N+](=O)[O-])ccc1N1CCOCC1,16,-1,1,-7,-1,4,10,-13,-1
Cc1cccc(CC(=O)Nc2ccc(C(=O)N3CCCCC3)cc2)c1,2,3,24,-1,12,-2,6,1,-3
CCc1ccc(CN2CCC(n3nccc3NC(=O)c3ccccc3)CC2)o1,-1,-5,9,2,2,-2,8,-12,-2

Only HKDC1 inhibitor, for 3 of the compounds above:
compound	HKDC1 inhibitor
CC(C)C(=O)Nc1cccc(C(=O)NCc2ccc3c(c2)OCO3)c1	-8
COc1ccc(S(=O)(=O)NCCc2cn3nc(C)c(C)nc3n2)cc1F	0
O=C(Nc1ccc2nccnc2c1)c1ccco1	3

More entries:
structure,SENP8 block-1,UBC13 polyUb,SENP7 block,HKDC1 inhibitor,SENP6 block,MIN6 prolif,SENP8 block-2,PfGluPho inh,SENP1 FRET inh
CCc1c(O)nc(SCC(=O)Nc2ccc(OC)cc2)n(C2CCCCC2)c1=O,-5,-7,3,10,8,0,5,-8,1
COc1cc(C#Cc2c(C=O)n(C)c3ccccc23)cc(OC)c1,10,?,-3,1,-8,-7,-492,16,-34
CCNc1nc(NC(C)C)nc(N2CC(=O)N(CC(=O)OCC)C2=N)n1,-16,10,-4,-7,-7,0,3,7,1
CN(CCCN1CCOCC1)C(=O)c1ccc2nc(Cc3cccc(Cl)c3)oc2c1,-8,-2,-1,0,4,-2,17,-11,-1
COc1ccc(C(c2nnnn2Cc2cccs2)N2CCN(c3ccccc3F)CC2)cc1OC (stereo not drawn),1,5,6,-1,11,1,14,-2,0
Cc1ccc(N/C=C(/C#N)c2ccsc2)cc1C,-15,8,-3,2,20,-6,9,11,-5
O=C(CCCOc1ccccc1)Nc1nccs1,2,1,7,-3,-2,2,33,3,2
O=C(c1ccccc1)N1CCN(c2ccc([N+](=O)[O-])c(N3CCOCC3)c2)CC1,-16,-29,-2,-5,-7,5,13,5,2
CCNC(=O)CN1C(=O)NC2(CCCc3cc(OC)ccc32)C1=O (stereo not drawn),-3,-2,3,-1,-19,-2,13,-9,1
C=CC[C@@H](CC(=O)N(CCO)Cc1ccccc1)C(=O)N[C@H](COC(=O)[C@@H](CC=C)Cc1ccc(F)cc1)Cc1c[nH]c2ccccc12,-5,-7,-12,4,-11,-6,9,15,-1
O=C(COC(=O)/C=C/c1cccc(C(F)(F)F)c1)NC(=O)NCc1ccco1,-1,-8,-6,3,-11,-1,9,-1,0
CCOC(=O)c1cnc2c(C)c(C)ccc2c1NCCN1CCOCC1,-9,-8,-12,0,-33,3,-179,23,2
Cc1c(C)c(C)c(CN2CCCC2)c(C)c1C,10,0,0,2,-17,3,11,-12,1
CCC(C(=O)OCC(=O)Nc1ccc(F)cc1)c1ccccc1 (stereo not drawn),-18,-2,-2,1,-21,-5,8,-9,3
CC(C)CNC(=S)NNC(=O)c1ccccc1OC(F)F,-1,-12,-6,-5,-20,0,7,-8,0
O=C(CN1C(=O)NC(Cc2c[nH]c3ccccc23)C1=O)NC1CCCCC1 (stereo not drawn),-4,4,2,-3,-11,3,0,-4,1
COc1ccc(S(=O)(=O)NCC2CCCO2)c(Cl)c1Cl (stereo not drawn),2,12,3,0,4,5,22,-9,0
CC(=O)c1cnc(SCC(=O)O)nc1C,7,2,3,-7,0,0,8,2,0
CCOC(=O)CSc1nnnn1-c1cccc2ccccc12,-8,-14,-9,-6,-8,-3,-4,-19,0
CN(C)c1nc2n(c(=S)n1)CCS2,-1,3,0,-1,-5,2,3,-12,0
CCOc1ccc2nc3cc(NCc4ccc(OC)cc4)ccc3c(N)c2c1,37,38,41,36*,51*,-5,-298,67*,-25
O=C(/C(N=Nc1cccc(C(F)(F)F)c1)=C(/O)c1cccs1)C(F)(F)F,15,-14,26,3,22,-4,25,4,1
COc1ccc(OC)c(-c2csc(NC(=O)c3ccc(OCC4CCCO4)cc3)n2)c1 (stereo not drawn),-2,10,14,0,-1,-3,-3,0,1
Cc1ccc2nc(-c3ccc(NC(=S)NC(=O)CC(C)C)cc3)sc2c1,4,8,6,-2,5,-3,-296,7,-3
Cn1c2c(c(=O)n(C)c1=O)C(c1ccccc1OC(F)F)C1=C(CCCC1=O)N2 (stereo not drawn),-3,10,5,9,22,0,-333,-3,-19
O=C(Nc1ccccc1)c1ccc2c(c1)OCCCO2,76*,7,91*,8,87*,-7,2,18,1
O=C1CC(c2ccc(F)cc2)Cc2nc(N3CCOCC3)ncc21 (stereo not drawn),5,2,8,-1,4,-2,8,4,2
O=C(CCc1nc2ccccc2[nH]c1=O)OCC(=O)c1ccc(Cl)cc1,-3,2,3,-1,3,1,-41,-2,1
CC(=O)Nc1ccccc1Nc1cc(C#N)c(C#N)cc1[N+](=O)[O-],-1,-34,-2,-3,2,-1,26,-12,1
COc1ccc(C(=O)CSc2nnnn2C)c(OC)c1,19,1,3,-8,-14,1,-2,2,1
COc1cccc(C(=O)NNC(=O)C2CCCO2)c1 (stereo not drawn),-4,2,1,1,-13,5,10,-12,-1
COC(=O)c1cc(/C=C/c2ccccc2)[nH]n1,37,0,47,1,52*,1,-4,3,2
CN1CCCN(C(=O)Cc2c(Cl)cccc2Cl)c2nc3ccccc3nc21,-1,11,-2,1,8,-1,-356,-9,-68
O=C(c1cccc(C(F)(F)F)c1)C1CCCN(C(=O)CCCn2cncn2)C1 (stereo not drawn),-13,-17,-8,-12,-5,-2,11,5,-2
Cc1ccc2[nH]c3c(=O)n(CC(=O)NCCCN(C)Cc4ccccc4)ncc3c2c1,5,10,7,-1,1,-5,-155,0,1
COc1ccc(-c2nn(C)c3sc(C(=O)NCCN(C)C)cc23)cc1OC,0,22,-4,2,1,0,-258,20,1
Cc1cc(C)cc(N=c2c([N+](=O)[O-])nn(-c3cccc(Cl)c3)n2O)c1,-1,-12,1,-5,-18,-5,3,23,3
COc1ccccc1-n1c(N)c(C(=O)NCC2CCCO2)c2nc3ccccc3nc21 (stereo not drawn),5,0,9,0,31,0,-463,21,-21
Cc1ccc(-n2c(SCc3cc(=O)n4ccsc4n3)nnc2-c2cccnc2)c(C)c1,-8,7,1,-6,-5,-2,10,49,-1
CC1CCc2c(sc3nc(CSc4nnnn4C)[nH]c(=O)c23)C1 (stereo not drawn),7,-5,2,-3,47,-1,14,18,7
Cc1ccc(-c2[nH]c3ccccc3c2SCCNC(=O)c2ccc(S(=O)(=O)N3CCOCC3)cc2)cc1,3,-10,-9,0,-17,-6,9,24,1
Cc1cc(C)n(CC(=O)N/N=C/c2ccc3c(c2)OCO3)n1,-10,-6,-12,-14,-17,-2,8,4,2
